TRPML3 agonist – agonists of human TRPML3 channel; AID 1448; HEK293 TRPML3-YFP, Fluo-8 calcium fluorescence; 100% = the carbachol control signal; Q8TDD5; activation, % at 3 µM; 220,000 tested, 0.29% active;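 active = activation above its plate's cutoff, the mean activation of the plate's test wells plus 3 SD, cut at about 12% in these data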;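 also: 0% = DMSO only wells and 100% = carbachol wells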
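Test system: TRPML3-YFP stable HEK293 cells. Doses: single point at 3 µM. Incubation: dye loading 1 h 37 °C then 30 min ambient, 125 s read. Signal: Fluo-8 calcium dye fluorescence, ex 470-495, em 515-575 nm. Measure: percent activation from peak-to-basal fluorescence ratio, scaled between DMSO and carbachol.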
S1P4 antagonist – human S1P4 receptor antagonism. AID 1510. O95977. 220,000 tested, 0.26% active. inhibition, % at 4.98 µM. S1P4-expressing cells, antagonist mode, reporter read-out; in the data active = inhibition above about 29%;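 also: 0% = wells stimulated with agonist and 100% = vehicle wells without agonist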
TRPN1 ag – zebrafish TRPN1 (NompC) channel agonism. HEK293 zebrafish TRPN1-YFP, Fluo-8 calcium fluorescence; 100% = response to 87 µM carbachol. activation, % at 3 µM. 220,000 tested, 0.18% active;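 active = activation above its plate's cutoff, the mean activation of test wells on that plate plus 3 SD, cut at about 19% in these data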;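 also: 0% = DMSO alone and 100% = 87 µM carbachol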
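Material – zebrafish TRPN1-YFP in HEK293 cells · Doses – 3 µM single point · Schedule – dye 1 h 37 °C plus 30 min RT · Signal – Fluo-8 calcium fluorescence, excitation 470-495 nm, emission 515-575 nm · Read-out – % activation versus carbachol response · Control set – carbachol high, DMSO low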
S1P4 ag – activates the human S1P4 receptor; O95977; S1P4-expressing cell line, agonist reporter assay; activation, % at 4.98 µM; 220,000 tested, 0.35% active; AID 1509; in the data active = activation above about 11%;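 also: 0% = DMSO vehicle and 100% = reference agonist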
EP2 modulator – modulators of human EP2 prostaglandin E2 receptor; EP2-expressing cells, cAMP HTRF FRET, PGE2 co-stimulation; induction, % at 25 µM; 260,000 tested, 0.83% active;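 active = compounds whose cAMP rise, as percent of the full-agonist control response, exceeds 60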;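 also: rat C6 glioma line stably carrying human EP2 under a CMV promoter; the protocol text gives 20 µM as final concentration; 100% = response of wells given 1 µM PGE2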
Target sequence (P43116 whole entry, looked up): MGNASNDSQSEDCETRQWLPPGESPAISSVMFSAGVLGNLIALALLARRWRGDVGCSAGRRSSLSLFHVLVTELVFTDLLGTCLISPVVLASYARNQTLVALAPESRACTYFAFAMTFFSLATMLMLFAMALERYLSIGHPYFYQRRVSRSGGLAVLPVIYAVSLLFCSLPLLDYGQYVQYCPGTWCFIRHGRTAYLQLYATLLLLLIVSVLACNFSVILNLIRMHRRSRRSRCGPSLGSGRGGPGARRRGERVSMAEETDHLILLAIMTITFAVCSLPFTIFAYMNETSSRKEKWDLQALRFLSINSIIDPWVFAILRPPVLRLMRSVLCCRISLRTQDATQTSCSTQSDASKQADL
NPY2 pot ag – potentiators or agonists of human neuropeptide Y receptor Y2; P49146; cells expressing NPY-Y2, potentiator/agonist read-out; activation, % at 3.6 µM; 220,000 tested, 0.45% active; AID 1359; in the data active = activation above about 27%;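 also: cells stimulated with NPY near EC25 plus isoproterenol at EC100; 0% = vehicle plus submaximal agonist and 100% = vehicle plus saturating agonist; some results beyond the cut were filed as inactive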
Target sequence (P49146 whole entry, looked up): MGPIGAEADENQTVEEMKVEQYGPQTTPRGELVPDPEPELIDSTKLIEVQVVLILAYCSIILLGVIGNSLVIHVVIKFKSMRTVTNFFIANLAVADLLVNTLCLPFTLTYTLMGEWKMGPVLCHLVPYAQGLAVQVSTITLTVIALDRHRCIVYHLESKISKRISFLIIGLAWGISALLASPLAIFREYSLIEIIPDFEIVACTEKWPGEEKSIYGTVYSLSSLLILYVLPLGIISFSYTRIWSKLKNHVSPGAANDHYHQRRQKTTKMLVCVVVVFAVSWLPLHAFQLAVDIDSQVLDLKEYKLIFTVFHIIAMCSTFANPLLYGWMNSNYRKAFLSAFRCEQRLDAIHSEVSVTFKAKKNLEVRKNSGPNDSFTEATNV
CHOP inhibitor – blocks CHOP induction under ER stress; inhibition, % at 10 µM; 220,000 tested, 3.8% active; CHO-K1 CHOP-promoter luciferase, tunicamycin-induced, 15-18 h; AID 2732;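 active = compounds that reduced the stress-induced luciferase reporter signal by more than about 70% of percent inhibition, limit read from the data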;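 also: 0% = tunicamycin plus vehicle and 100% = wells without tunicamycin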
NPY1 pot ag – potentiates or activates human NPY-Y1 receptor | P25929 | 220,000 tested, 0.37% active | activation, % at 3.6 µM | NPY-Y1 expressing cells, potentiator/agonist activation; in the data active = activation above about 33%, passing the limit was not always enough;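 also: cells stimulated with NPY at EC10 then isoproterenol at EC100; 0% = low agonist plus stimulus and 100% = saturating agonist plus stimulus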
NPY-Y1 antag – antagonists of human neuropeptide Y receptor Y1 | HEK293-CNG Y1 cells, membrane potential fluorescence; NPY at EC95, then isoproterenol | inhibition, % at 3.6 µM | 200,000 tested, 1% active | AID 1040;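 active = inhibition above the campaign mean inhibition of all tested compounds plus 3 SD, cut at about 20% in these data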;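 also: 0% = DMSO wells given NPY plus isoproterenol and 100% = isoproterenol alone without NPY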
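material = HEK293 cells with Y1 receptor plus CNG channel | also added = NPY 25 nM then isoproterenol 1 µM plus Ro 20-1724 25 µM | schedule = dye 3 h, compound 60 min room temperature, stimulation 45 min | measured by = membrane potential fluorescence | benchmarks = high control isoproterenol alone, low control NPY with isoproterenol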
Starred values were filed as active, the others as inactive; · = no result given. This is a random part of the collection; about 6.5% have a hit in one of these screens.

canonical_smiles | TRPML3 agonist | NPY2 pot ag | S1P4 antagonist | CHOP inhibitor | TRPN1 ag | NPY-Y1 antag | EP2 modulator | S1P4 ag | NPY1 pot ag
CN1CCN(CC(=O)Nc2ccc(Cl)cc2Cl)CC1 | -0.4 | -3 | -19 | 25 | -0.9 | 1 | 27 | 1.3 | -9
CC(C)CC(=O)N/N=C/c1c(N)n(C)c(=O)n(C)c1=O | -0.1 | 16 | -13 | 9 | -0.6 | · | -25 | -0.8 | 27
Cc1cc(C)nc(NC(=S)Nc2cccc(F)c2)c1 | 0.5 | -6 | -17 | 9 | -1.5 | · | 15 | 2.1 | 14
CCNc1nc(NC(C)C)nc(OCCOC(=O)Nc2ccccc2)n1 | 0.2 | 12 | -11 | 0 | -0.8 | -4 | 18 | -0.8 | -6
Cc1cc(-c2csc(NC(=O)c3ccc(C#N)cc3)n2)c(C)n1Cc1ccco1 | 0.2 | -8 | -6 | 39 | 1.7 | 5 | 6 | 0.1 | -3
CCOC(=O)C(=NCC1CCCO1)NNc1cc(Cl)ccc1Cl (stereo not given) | -0.3 | 11 | -13 | -26 | -0.3 | · | 28 | 0.3 | 25
COc1cc(/C=C2/C(=O)NN(c3ccc(F)cc3)C2=O)cc([N+](=O)[O-])c1O | 0.6 | 1 | -20 | 1 | 1.3 | · | 43 | -0.4 | 11
CCOC(=O)C1=C(C)NC(=O)NC1c1ccco1 (stereo not given) | 0.7 | 13 | -11 | 10 | 2.2 | 6 | 12 | 3.0 | 12
CCOC(=O)c1ccc(NC(=O)CSc2nc3c(c(=O)n2CC)SC(C)C3)cc1 (stereo not given) | -0.4 | 16 | 1 | 40 | -0.7 | 0 | -18 | -0.4 | 11
CC1(C)CC2CC(C)(CN2C(=O)COC(=O)c2cc(Cl)cc(Cl)c2N)C1 (stereo not given) | 0.4 | 1 | 6 | 49 | -0.7 | 11 | 9 | 0.1 | -4
CCn1c(-c2ccc(C)cc2)nn(CC(=O)NCCc2ccccc2)c1=S | 0.8 | -28 | -12 | 21 | -0.8 | 13 | -9 | -0.3 | -9
O=C1CCC/C(=N\NC(=O)c2ccc(COc3ccccc3-c3ccccc3)cc2)C1 | -0.2 | -12 | -6 | -8 | -2.1 | 3 | 27 | 0.1 | -20

Fetched by compound from the list above, 6 records:
canonical_smiles | TRPML3 agonist | NPY2 pot ag | S1P4 antagonist | CHOP inhibitor | TRPN1 ag | NPY-Y1 antag | EP2 modulator | S1P4 ag | NPY1 pot ag
COc1cc(/C=C2/C(=O)NN(c3ccc(F)cc3)C2=O)cc([N+](=O)[O-])c1O | 0.6 | 1 | -20 | 1 | 1.3 | · | 43 | -0.4 | 11
CCOC(=O)C1=C(C)NC(=O)NC1c1ccco1 (stereo not given) | 0.7 | 13 | -11 | 10 | 2.2 | 6 | 12 | 3.0 | 12
CCn1c(-c2ccc(C)cc2)nn(CC(=O)NCCc2ccccc2)c1=S | 0.8 | -28 | -12 | 21 | -0.8 | 13 | -9 | -0.3 | -9
CCNc1nc(NC(C)C)nc(OCCOC(=O)Nc2ccccc2)n1 | 0.2 | 12 | -11 | 0 | -0.8 | -4 | 18 | -0.8 | -6
CC(C)CC(=O)N/N=C/c1c(N)n(C)c(=O)n(C)c1=O | -0.1 | 16 | -13 | 9 | -0.6 | · | -25 | -0.8 | 27
Cc1cc(-c2csc(NC(=O)c3ccc(C#N)cc3)n2)c(C)n1Cc1ccco1 | 0.2 | -8 | -6 | 39 | 1.7 | 5 | 6 | 0.1 | -3

Next section.
canonical_smiles | TRPML3 agonist | NPY2 pot ag | S1P4 antagonist | CHOP inhibitor | TRPN1 ag | NPY-Y1 antag | EP2 modulator | S1P4 ag | NPY1 pot ag
COc1ccc(C(C)=O)cc1CSc1nnc(Nc2ccccc2)s1 | 0.3 | 4 | -31 | 50 | -3.3 | 2 | -85 | 1.1 | -22
Cc1nn(Cc2c(F)c(F)c(F)c(F)c2F)c(C)c1NC(=O)c1ccc(COc2ccccc2Cl)o1 | -0.7 | -6 | 7 | 48 | -1.4 | -3 | -22 | 1.1 | 16
COc1ccc2c(CCNC(=O)Nc3ccccc3)c[nH]c2c1 | 0.6 | -9 | -2 | 7 | 1.0 | -3 | -47 | -0.4 | -1
COc1ccc(OC)c([C@@H]2OCCC=C[C@H]2C)c1 | 0.8 | -5 | 11 | 11 | 0.5 | 3 | 28 | 0.6 | -40
CCCCN1C(=O)Cc2c1nc(N)c1c(N)nc(N(CCC)CCC)c(C#N)c21 | -0.5 | 3 | -25 | -24 | 0.3 | -5 | 1 | -1.8 | 10
Cc1cc2ccccn2c1C(=O)c1cccc([N+](=O)[O-])c1 | -1.0 | -11 | -18 | 38 | -2.6 | 3 | 9 | 2.5 | 1
Cc1ccc(C(=O)c2oc3nc(C)cc(C)c3c2N)cc1 | -0.8 | 15 | -4 | 25 | -2.3 | 2 | 5 | -0.3 | -7
COc1ccc(-c2csc(-n3ncc(-c4cccs4)c3N)n2)cc1 | 0.6 | 5 | -11 | 1 | 1.2 | 1 | -18 | 0.3 | 25
O=C(CN1CCN(Cc2ccc(F)cc2Cl)C1=O)NCCCN1CCOCC1 | -0.5 | -10 | -17 | 5 | -0.2 | -3 | 8 | -0.1 | 13
COc1ccc(N2CC(C)Cn3c2nc2c3c(=O)n(Cc3ccc(C)cc3)c(=O)n2C)c(OC)c1 (stereo not given) | 0.2 | 9 | -8 | 42 | -1.7 | 8 | 48 | -0.5 | 8
CC1CCN(Cc2nc(-c3ccccc3)no2)CC1 | 0.0 | -4 | 9 | 33 | -0.2 | -7 | 19 | 2.2 | -1
O=C(CCSc1nnc(-c2ccco2)o1)N1CCOCC1 | 1.1 | 5 | 8 | -12 | 0.3 | -3 | 24 | -1.2 | 17
Cc1cc(Br)ccc1OCC(=O)NNC(=O)c1cnccn1 | -0.4 | 9 | -4 | -23 | 0.2 | 1 | 4 | 1.7 | 6
CCOC(=O)C(C)Sc1ncnc2c1c(-c1ccccc1)cn2-c1ccc(OC)cc1 (stereo not given) | 2.2 | -18 | -44 | -2 | 1.0 | 14 | -6 | 0.4 | -26
COc1ccccc1CNC(=O)CSc1nnc2ccc(-c3cccnc3)nn12 | 0.4 | 8 | -9 | 4 | 0.5 | 4 | 24 | 1.6 | 11
Cn1c(=O)n(C)c2cc([N+](=O)[O-])c(N3CCN(C(=O)c4ccccc4Br)CC3)cc21 | 2.6 | 7 | -10 | -1 | 5.3 | -6 | -29 | 0.6 | 9
O=C(O)c1cc([N+](=O)[O-])c(NCCC2=CCCCC2)c([N+](=O)[O-])c1 | -0.3 | -16 | -8 | -8 | -1.2 | 3 | -5 | -4.9 | -38
O=C(Nc1cccnc1)c1cccc(F)c1 | 0.7 | 12 | -14 | 17 | 1.8 | 1 | 20 | -0.6 | 2
Cc1nn(C)c(Cl)c1C(=O)NCC(=O)NCc1ccccc1 | -0.2 | -12 | -8 | 11 | 0.0 | 1 | -18 | -1.2 | -10
O=S(=O)(/N=C(/Nc1ccc(Cl)c(S(=O)(=O)Nc2ccccc2Cl)c1)c1ccc(F)cc1)c1ccccc1 | -0.2 | 19 | -6 | 29 | -0.8 | -12 | 11 | 1.6 | 36
Cc1ccc(S(=O)(=O)/C(=C/Cl)NC(=O)c2ccccc2)cc1 | 0.5 | -18 | 0 | -62 | -1.7 | -2 | 8 | 1.0 | 11
Cc1ccccc1C(=O)Nc1nnc(CC(=O)N/N=C/c2ccco2)s1 | -0.5 | -1 | 2 | 8 | 1.0 | · | -17 | 1.8 | -2
CCOC(=O)Cn1nc(C)n(-c2ccc(C(C)C)cc2)c1=O | -0.3 | -6 | -16 | -15 | 0.7 | 4 | 20 | -0.2 | 2
O=C(OCc1ccccc1)C1=[N+]([O-])OC(C(=O)OCc2ccccc2)C1c1c[nH]c2ccccc12 (stereo not given) | 0.4 | -3 | -10 | 9 | 0.1 | -4 | 20 | -2.8 | -13
O=S(=O)(c1ccccc1)N(Cc1ccccc1)c1ccccn1 | -1.2 | -16 | -5 | 4 | -3.8 | -1 | 42 | -1.3 | -1
Cc1ccc(S(=O)(=O)N(CC(=O)NCCC2=CCCCC2)Cc2ccccc2)cc1 | 1.5 | -12 | 3 | 27 | 0.2 | 21* | 39 | 2.1 | -10
CC(C)Nc1nc(SCC(N)=O)nc(N2CCOCC2)n1 | 1.0 | 2 | -7 | 15 | 0.6 | 4 | 3 | -1.6 | -3
O=C(CCCn1c(=O)[nH]c2cc(Cl)ccc2c1=O)NCCCN1CCCC1 | 1.2 | 10 | -6 | -22 | 0.3 | 4 | 23 | 0.4 | 4
COc1ccc(OC)c(/C=C/C(=O)N2C(=O)c3cccc(N)c3C2=O)c1 | 0.9 | -12 | -11 | 90* | -2.5 | 12 | -35 | 0.4 | -6
O=S(=O)(c1ccc(Cl)cc1)n1ccc2cccnc21 | -0.2 | 1 | -14 | 19 | -1.6 | 0 | 10 | -1.9 | 22
Cc1cccc(C(C)(C)C)c1OCCn1ccnc1 | 0.0 | 19 | -31 | 26 | -1.8 | 2 | 11 | -0.9 | 11
Cc1cc(C)c(NC(=O)c2ccc(CNS(=O)(=O)c3cc(C(F)(F)F)ccc3Cl)cc2)c(C)c1 | 0.3 | 2 | -4 | 50 | 3.0 | -1 | 11 | -2.1 | 21
Cc1cc(C)c2[nH]c(=O)c(CN(Cc3cccs3)C(=S)NCc3ccco3)cc2c1 | 0.7 | -14 | -9 | 32 | 1.4 | 8 | -8 | 1.4 | -31
CN(CC(=O)N1CCN(c2ccc(F)cc2)CC1)S(=O)(=O)c1ccc(F)cc1 | 0.7 | 9 | -8 | 4 | -0.1 | -4 | -3 | -1.7 | -9
O=C(Nc1ccc(F)cc1)C1CC(=O)n2ncnc2N1 (stereo not given) | 0.1 | -5 | 4 | -9 | -0.5 | 0 | 16 | -2.9 | 7
O=C(Nc1ccccc1)c1c(F)c(F)c(F)c(F)c1F | 0.7 | 0 | 6 | 10 | 0.4 | 3 | -1 | 2.0 | 3
COC(=O)c1cc2c(ccn2C)n1C | 0.2 | 5 | 4 | -3 | 1.3 | 8 | 9 | 0.7 | 5
CCOc1cc(CN2CCN(C(=O)c3ccco3)CC2)ccc1OC | 0.7 | 4 | -14 | -7 | 0.9 | 2 | -2 | -0.7 | -13
COC(CNC(=O)c1cc(Sc2nnc(C)s2)nc2ccccc12)OC | 1.0 | -6 | 2 | -2 | 0.2 | 6 | -9 | 0.1 | -9
C=CCn1c(C(CCCC)CC(O)COCC(C)C)n[nH]c1=S (stereo not given) | 0.4 | -6 | -1 | -9 | -0.5 | 10 | -5 | -0.2 | -6

Screening results: PubChem BioAssay, several laboratories
